Screening data: PubChem, several laboratories
Spn MK inh – S. pneumoniae MK inhibitors, primary screen, biochemical, PK/LDH-coupled NADH absorbance; inhibition, % at 10 µM; purified MK, PK/LDH-coupled NADH absorbance 340 nm; 65,000 tested, 0.48% active; mevalonate kinase [Streptococcus pneumoniae D39];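 active = ranked among the strongest by inhibition in the single 10 µM screen, a fixed top-ranked set picked for dose follow-up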; note: no value below 0 was filed
Bfl-1 displacement – Bfl-1 inhibitors, primary screen, biochemical, fluorescence polarization, FITC-Bid, mouse (AID 432); Bcl-2-related protein A1 (Mus musculus); FITC-Bid BH3 peptide fluorescence polarization displacement; higher % means a stronger effect; one-dose displacement, % at 20 µM; IC50 in µM for titrated hits; 64,000 tested, 0.02% active; in the data active = a potency from the dose series; inactive = the rest, 99 in 100 with displacement below about 15%; note: strong numbers were not always called active
Spn DPM-DC inh – S. pneumoniae DPM-DC inhibitors, primary screen, biochemical, PK/LDH-coupled NADH fluorescence. purified DPM-DC. diphosphomevalonate decarboxylase (Streptococcus pneumoniae D39). 65,000 tested, 0.49% active. calls only at 10 µM;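 active = the 320 compounds with the highest percent inhibition in the single-dose primary screen, excluding strongly autofluorescent ones, cut at about 32% in these data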;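 note: kinetic rate of NADH fluorescence loss reporting ADP formed by the decarboxylase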
PMK inhibit – S. pneumoniae PMK inhibitors, primary screen, biochemical, mevalonate pathway, pilot trial included; purified PMK, PK/LDH-coupled NADH absorbance 340 nm; inhibition, % at 10 µM; 65,000 tested, 0.49% active;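 active = top-ranked compounds by inhibition in the single 10 µM screen, taking a fixed number of the strongest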;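 note: 0% = full reaction with DMSO carrier and 100% = background rate without enzyme reaction; no value below 0 was filed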
KRASV12 cytotoxicity – cytotoxicity in KRAS-transformed pancreatic duct cells, primary screen, cell-based, fluorescence, HTS (AID 431). HPDE-C7K KRASV12 cells, Alamar Blue viability, 48 h; higher % means a stronger effect. cytotoxicity, % at 10 µM, or EC50 in µM where a hit was titrated. 63,000 tested, 1.7% active;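 active = compounds whose percent cytotoxicity in the single-dose primary screen, scaled between solvent and toxic-drug controls, exceeds 50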;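 note: 0% = DMSO solvent wells and 100% = doxorubicin-treated wells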
HPDE-C7 cytotoxicity – cytotoxicity in HPDE-C7 cells, cell-based, fluorescence, HTS (AID 430) | HPDE-C7 pancreatic duct cells viability, fluorescence; higher % means a stronger effect | cytotoxicity, % at 10 µM; hits with a dose series show EC50 in µM | 63,000 tested, 1.8% active;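 note: cells exposed to compound for 48 hours before viability readout; 0% = vehicle and 100% = reference cytotoxic drug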
HT1080 cytotoxicity – cytotoxicity in HT1080 fibrosarcoma cells, cell-based, fluorescence readout (AID 620); HT1080 viability, fluorescence; higher % means a stronger effect; 87,000 tested, 0.42% active; cytotoxicity, % at 10 µM, or EC50 in µM where a hit was titrated;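 note: cells exposed to compound overnight then 4 h with Alamar Blue; 0% = vehicle DMSO and 100% = killing control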
LYP inhibition – LYP phosphatase inhibitors, primary screen, biochemical, DiFMUP fluorescence, recombinant catalytic domain, 10 µM (AID 606); 52,000 tested, under 10 active; recombinant LYP catalytic domain, DiFMUP fluorescence; higher % means a stronger effect; Tyrosine-protein phosphatase non-receptor type 22 (Homo sapiens); inhibition, % at 10 µM; hits with a dose series show IC50 in µM;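 active = IC50 under 40 µM in the dose-response test; inactive = IC50 of 40 µM or more, or never dose-tested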
Alkaline phosphatase – human TNAP enzyme inhibitors, biochemical, luminescent (AID 518); purified TNAP enzyme, luminescent substrate readout; higher % means a stronger effect; inhibition, % at 20 µM; hits with a dose series show IC50 in µM; 64,000 tested, 0.09% active; in the data active = a potency from the dose series; inactive = the rest, 99 in 100 with inhibition below about 22%;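 note: plate controls were vehicle for no effect and reference inhibitor for full effect; many of its hits are not listed in these tables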
PMK inhibit pilot replicates – further read-out of PMK inhibit, marked with its call; inhibition, %; measured here: pilot screen replicates
Spn MK inh pilot replicates – also measured in Spn MK inh; calls as there; inhibition, %; measured here: pilot screen replicates
Spn DPM-DC inh pilot screen % – further read-out of Spn DPM-DC inh, marked with its call; inhibition, %; measured here: pilot screen trials
* hit, by the source's call; i = inactive; . = not tested or not shown. Cut-off read from the data, not from the text of the source, unless noted: active = cytotoxicity above about 50%; inactive = the rest.

SMILES	Spn MK inh	Bfl-1 displacement	Spn DPM-DC inh	PMK inhibit	KRASV12 cytotoxicity	HPDE-C7 cytotoxicity	HT1080 cytotoxicity	LYP inhibition	Alkaline phosphatase	others
CCOc1ccccc1NC1c2ccccc2C(=O)N1c1cccnc1 (centres undefined)	3	0%	i	13	1%	-13%	0%	17%	4%
CC(NC(=O)c1ccncc1)C(c1cccs1)N1CCOCC1 (centres undefined)	0	.	i	17	.	.	-15%	8%	.
COc1ccccc1NC(=O)C1C2CCCCC21 (centres undefined)	6	6%	i	5	-31%	-13%	-13%	.	9%
CNC(=O)C1CC(=O)N(c2ccc(C)cc2)C1 (centres undefined)	6	2%	i	14	-6%	-2%	-1%	15%	9%
CC(Oc1ccc(Br)cc1)C(=O)N1CCc2ccccc21 (centres undefined)	16	-2%	i	8	-6%	-11%	0%	6%	11%	PMK inhibit pilot replicates=0.0;Spn MK inh pilot replicates=3.5;Spn DPM-DC inh pilot screen %=1.5
CC(C)CNC(=O)c1cc(-c2ccc(Br)cc2)on1	0	-1%	i	15	3%	5%	-6%	15%	12%
CCCCn1c(=S)[nH]c2ncccc2c1=O	5	-6%	i	14	6%	-2%	35%	3%	1%
CC(=O)Nc1nc(COc2ccccc2)cs1	7	-2%	i	16	-14%	-7%	2%	5%	4%
COc1cccc(C(=O)OCn2nnc3ccccc3c2=O)c1OC	0	-4%	i	14	-2%	-4%	.	.	14%	PMK inhibit pilot replicates=1.0;Spn MK inh pilot replicates=0.5;Spn DPM-DC inh pilot screen %=0.0
COc1ccccc1C(=O)N1CCC(C(=O)c2ccc(F)cc2)CC1	1	-7%	i	13	6%	8%	-15%	.	7%
N#Cc1nc(-c2ccc(F)cc2)oc1N1CCCC1	2	-4%	.	12	3%	-8%	-6%	7%	10%
CN1/C(=C\C(=O)COC(=O)Cn2nnc(-c3ccccc3)n2)C(C)(C)c2ccccc21	5	4%	i	3	-8%	-15%	5%	-3%	14%
CCCCOC(=O)c1cccc(NC(=O)CCC(=O)O)c1	11	0%	i	0	3%	-1%	-7%	4%	8%
c1ccc(CCc2nn3c(Cn4nnc5ccccc54)nnc3s2)cc1	5	0%	i	2	-12%	-10%	2%	6%	8%
COC(=O)n1c(=O)oc2ccccc21	8	-4%	i	3	6%	-14%	-5%	8%	14%
CS(=O)(=O)N(CC(=O)O)c1cc(Cl)cc(Cl)c1	0	-2%	i	9	-16%	-10%	4%	5%	6%
FC(F)(F)c1ccc(N2CCN(c3cc(-c4ccccc4)nc4ncnn34)CC2)nc1	6	-4%	i	8	2%	8%	0%	-1%	7%
CCOC(=O)c1oc2ccccc2c1CN1CCN(c2ccccc2)CC1	9	-2%	i	19	6%	-5%	-5%	12%	5%
CCOC(=O)c1cnc(SCc2ccccc2)nc1N	7	-4%	i	8	8%	2%	-1%	0%	5%
COc1ccc(N2CCN(C3CC(=O)NC3=O)CC2)cc1 (centres undefined)	11	-3%	i	0	8%	2%	-5%	3%	12%
O=C(CC(C(=O)O)C1CCCO1)NCc1ccccc1 (centres undefined)	11	4%	i	0	1%	-6%	-3%	-3%	2%
c1ccc2c(c1)[nH]c1nc(SCCN3CCOCC3)nnc12	11	4%	i	6	-6%	-4%	10%	2%	3%
CC(=O)Nc1ccc(-c2nc3c(C)cccc3[nH]2)cc1	4	.	i	8	.	.	15%	14%	.
O=c1cc(N2CCN(c3ccccc3)CC2)[nH]c(=O)n1Cc1ccc(F)cc1	7	-1%	i	0	9%	-15%	2%	9%	0%
COc1ccc(OC)c(NC(=O)c2cc3sccc3n2C)c1	0	-6%	i	16	18%	3%	1%	.	12%
O=C(Nc1cccnc1)Nc1ccccn1	7	-11%	i	7	7%	0%	16%	4%	14%	PMK inhibit pilot replicates=3.5;Spn MK inh pilot replicates=3.0;Spn DPM-DC inh pilot screen %=0.0
O=C(Cn1nc(C(F)F)cc1C1CC1)NCCC1=CCCCC1	9	2%	i	9	-4%	2%	3%	-3%	7%
Cc1cc(C)n(CC(O)COCc2ccco2)n1 (centres undefined)	9	-3%	i	6	-8%	2%	15%	.	7%
Cn1c(C(=O)O)c(CC(=O)NCc2cccnc2)c2ccccc21	7	-2%	i	12	4%	3%	4%	2%	-4%
CCCc1cc(=O)[nH]c(SCC(=O)N2CCC(C(=O)OCC)CC2)n1	3	-2%	i	0	-5%	-7%	-4%	4%	6%
Nc1nc(CN2CCN(Cc3ccccc3)CC2)nc(Nc2ccc3c(c2)OCCO3)n1	9	2%	i	6	8%	-5%	2%	-5%	4%
COCCn1c(C)cc(C(=O)COC(=O)c2c(C)nn(Cc3ccccc3)c2C)c1C	12	-4%	i	0	-2%	-15%	-2%	10%	10%
CCN(CC)CCOC(=O)C1(C2CCCCC2)CCCCC1	5	-5%	i	16	24%	4%	6%	16%	14%	PMK inhibit pilot replicates=5.0;Spn MK inh pilot replicates=3.0;Spn DPM-DC inh pilot screen %=2.5
Cn1c(COc2ccc3ccccc3c2)nnc1SCC(=O)O	0	-6%	i	15	-8%	-3%	2%	5%	2%
CC(=O)N1CC=C2C(C#N)=C(N)C(C#N)(C#N)[C@H](c3ccoc3)[C@H]2C1	8	22%	i	15	13%	10%	18%	0%	14%
O=C(CCS(=O)CCC(=O)NCc1ccccc1)NCc1ccccc1	9	-3%	i	13	-7%	-2%	2%	.	1%
Cc1c(C(=O)N2CCN(c3ncccn3)CC2)sc2nc3n(c(=O)c12)CCCC3	4	-2%	i	0	5%	-2%	.	7%	5%
COc1ccc(C)cc1S(=O)(=O)N1CCCC(C(=O)NCC2CCCO2)C1 (centres undefined)	3	-3%	i	1	-1%	-2%	3%	5%	9%
c1ccc(Cn2c(Sc3nnnn3-c3ccccc3)nnc2-c2ccccc2)cc1	0	-3%	i	5	-5%	0%	7%	3%	8%
O=C(Cn1nc(Cl)nc1Cl)Nc1ccccc1	3	0%	i	5	-5%	-8%	-4%	3%	0%
O=S(=O)(NCC(c1cccnc1)N1CCN(c2ccc(F)cc2)CC1)c1ccc(F)cc1 (centres undefined)	0	3%	i	0	1%	10%	2%	-9%	12%
COc1ccc(CCNc2oc(COc3ccc(Br)cc3)nc2C#N)cc1OC	9	-2%	i	0	1%	3%	.	.	10%
Cc1ccc(N2CC(C(=O)Nc3ccc4c(c3)OCCO4)CC2=O)cc1 (centres undefined)	6	-7%	i	8	-3%	-8%	-6%	-3%	11%
COc1ccc(CC(=O)N2CC3(C)CC2CC(C)(C)C3)cc1OC (centres undefined)	0	4%	i	0	-16%	-10%	-12%	8%	8%
CCCn1c(=O)c(C(=O)Nc2ccccc2C(=O)OC)c(O)c2ccccc21	5	-6%	i	12	8%	13%	-4%	-2%	6%

Next part; it opens with the 7 that closed the last part.
SMILES	Spn MK inh	Bfl-1 displacement	Spn DPM-DC inh	PMK inhibit	KRASV12 cytotoxicity	HPDE-C7 cytotoxicity	HT1080 cytotoxicity	LYP inhibition	Alkaline phosphatase	others
c1ccc(Cn2c(Sc3nnnn3-c3ccccc3)nnc2-c2ccccc2)cc1	0	-3%	i	5	-5%	0%	7%	3%	8%
O=C(Cn1nc(Cl)nc1Cl)Nc1ccccc1	3	0%	i	5	-5%	-8%	-4%	3%	0%
O=S(=O)(NCC(c1cccnc1)N1CCN(c2ccc(F)cc2)CC1)c1ccc(F)cc1 (centres undefined)	0	3%	i	0	1%	10%	2%	-9%	12%
COc1ccc(CCNc2oc(COc3ccc(Br)cc3)nc2C#N)cc1OC	9	-2%	i	0	1%	3%	.	.	10%
Cc1ccc(N2CC(C(=O)Nc3ccc4c(c3)OCCO4)CC2=O)cc1 (centres undefined)	6	-7%	i	8	-3%	-8%	-6%	-3%	11%
COc1ccc(CC(=O)N2CC3(C)CC2CC(C)(C)C3)cc1OC (centres undefined)	0	4%	i	0	-16%	-10%	-12%	8%	8%
CCCn1c(=O)c(C(=O)Nc2ccccc2C(=O)OC)c(O)c2ccccc21	5	-6%	i	12	8%	13%	-4%	-2%	6%
Cc1cccc(NC(=O)COc2ccccc2C)n1	8	5%	i	5	-9%	-12%	-6%	-4%	9%
O=C(C1CCC(=O)N1Cc1ccccc1Cl)N1CCN(c2ccc(F)cc2)CC1 (centres undefined)	4	4%	i	14	0%	-11%	-12%	.	0%
O=C(CSc1nnc2ccccn12)NCCN1C(=O)CSC1=O	4	-4%	i	14	-6%	-1%	7%	-9%	-2%	PMK inhibit pilot replicates=6.5;Spn MK inh pilot replicates=0.5;Spn DPM-DC inh pilot screen %=0.0
O=C(CCN1C(=O)C2CC=C(Cl)CC2C1=O)N1CCCCC1 (centres undefined)	11	0%	i	3	-13%	-18%	1%	0%	0%
CCOc1ccc(OCc2ccc(C(=O)NCc3ccncc3)o2)cc1	14	0%	i	2	4%	-3%	1%	9%	6%
O=C1c2ccccc2NC(c2ccc3c(c2)OCCO3)N1c1ccc2c(c1)OCCO2 (centres undefined)	5	-7%	i	5	.	.	-7%	0%	6%
CCCOc1cccc(OCCSc2nc(C)cc(=O)[nH]2)c1	9	5%	i	8	-3%	0%	-2%	-26%	9%

2 compounds drawn at random from those above, as already listed:
SMILES	Spn MK inh	Bfl-1 displacement	Spn DPM-DC inh	PMK inhibit	KRASV12 cytotoxicity	HPDE-C7 cytotoxicity	HT1080 cytotoxicity	LYP inhibition	Alkaline phosphatase	others
Cn1c(COc2ccc3ccccc3c2)nnc1SCC(=O)O	0	-6%	i	15	-8%	-3%	2%	5%	2%
COc1ccc(CCNc2oc(COc3ccc(Br)cc3)nc2C#N)cc1OC	9	-2%	i	0	1%	3%	.	.	10%
